# C diff growth – C. difficile growth inhibitors, primary screen, HTS. Clostridium difficile clinical isolate growth, OD600, 24 h; stronger effect = lower value. growth activity, negative = inhibition, % at 16 µg/mL (by protocol). 0.25% of 86,000 active;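 active = mean growth activity at or below -80% and every replicate also at or below -80%; inconclusive = mean at or below -80% but some replicate above -80%; inactive = mean growth activity above -80%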;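 note: 0% = DMSO wells and -100% = levofloxacin 16 µg/mL wells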
# Pf Dd2 growth – P. falciparum Dd2 growth inhibitors, primary screen, SYBR Green fluorescence, single dose replicates. activity change, % at 10 µM. 72 h; stronger effect = lower value. 2.3% of 94,000 active; in the data active = activity change below about -80%; inconclusive = no clear call, values can overlap the other calls
# KDM4C inh – inhibitors of GASC-1 (KDM4C) histone demethylase, primary screen, biochemical, single concentration HTS; AID 720574, 2013; GST-KDM4C 2-372, H3K9me3 peptide, LANCE TR-FRET; inhibition, % at 12.5 µM; 0.15% of 96,000 active; Lysine-specific demethylase 4C (Homo sapiens), Q9H3R0;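 active = mean replicate inhibition above about 25%, with at least 55% of replicates also reaching it, limit read from the data, passing the limit was not always enough; inconclusive = only one of those two conditions met; inactive = neither condition met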
# Target sequence (Q9H3R0 2-372 limits assumed): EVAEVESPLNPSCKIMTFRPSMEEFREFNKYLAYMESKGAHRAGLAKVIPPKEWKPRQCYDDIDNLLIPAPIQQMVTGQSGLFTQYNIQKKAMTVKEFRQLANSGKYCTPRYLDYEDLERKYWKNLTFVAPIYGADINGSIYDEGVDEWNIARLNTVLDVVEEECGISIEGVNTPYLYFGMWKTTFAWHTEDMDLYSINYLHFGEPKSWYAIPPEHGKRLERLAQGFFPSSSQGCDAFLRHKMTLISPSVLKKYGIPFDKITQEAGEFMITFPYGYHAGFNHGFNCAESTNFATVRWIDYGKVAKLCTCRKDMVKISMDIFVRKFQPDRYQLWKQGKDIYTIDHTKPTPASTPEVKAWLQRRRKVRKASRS
#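 Assay system: GST-GASC-1 enzyme fragment 2-372 | Amount: 10 nM enzyme | Medium: HEPES buffer, pH 7.5, plus ascorbate | Reagent: H3K9me3 peptide substrate, Fe(II), 2-oxoglutarate | Doses: Single-point compound screen | Incubation: 30 min demethylation and 1 h detection at room temperature | Measured by: LANCE TR-FRET, excitation 340 nm, emissions 618 and 671 nm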
# Tcruzi prolif – T. cruzi intracellular proliferation inhibitors, primary screen, cell-based, beta-gal Tulahuen parasites, NIH3T3 host, luminescence; T. cruzi beta-gal in NIH3T3, GalScreen luminescence, 90 h; inhibition, % at 8.34 µM; 5.9% of 77,000 active;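 active = mean inhibition above about 93%, with at least 55% of replicates each passing it, limit read from the data, passing the limit was not always enough; inconclusive = only one of those two conditions holds; inactive = neither condition holds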
# An asterisk follows results filed as active; u = inconclusive; x = no result given; & = joins results of further samples.
# Second line of a record – C diff growth	Pf Dd2 growth	KDM4C inh	Tcruzi prolif
C[C@H]1CN([C@@H](C)CO)C(=O)c2cc(NS(=O)(=O)c3cccs3)ccc2O[C@H]1CN(C)C(=O)Nc1ccc(F)cc1
→ 1.7	8.5	0.4	9.4
COc1ccc(NC(=O)N2CC(=O)N3[C@H](CO)[C@@H](c4ccc(C#CCC5CCCC5)cc4)[C@H]3C2)cc1
→ -9.7	-37.9	0.0	x
O=C(C[C@H]1C=C[C@@H](NC(=O)Cc2cccnc2)[C@H](CO)O1)NCc1ccc2c(c1)OCO2
→ x	8.2	-0.1	19.5
COCC(=O)Nc1ccc2c(c1)OC[C@@H](C)N(CCC(F)(F)F)C[C@@H](C)[C@H](OC)CN(C)C2=O
→ 1.4	2.8	0.7	13.6
CCCNC(=O)N(C)C[C@H]1Oc2cc(C#CC(C)C)ccc2S(=O)(=O)N([C@@H](C)CO)C[C@H]1C
→ -15.1	14.6	1.2	39.4
CC(C)NC(=O)Nc1ccc2c(c1)C(=O)N([C@H](C)CO)C[C@H](C)[C@@H](CN(C)C)O2
→ 2.0	0.5	-1.6	-2.0
C[C@H]1CN([C@@H](C)CO)C(=O)CCCn2nncc2CO[C@H]1CN(C)C(=O)Nc1cccc(F)c1
→ 9.4	6.4	0.1	2.1
Cc1ccc(S(=O)(=O)N(C)C[C@H]2Oc3c(NC(=O)c4ccc(-c5nccs5)cc4)cccc3C(=O)N([C@H](C)CO)C[C@@H]2C)cc1
→ -6.3	-12.2	-3.6	68.4
C[C@H]1CN([C@@H](C)CO)C(=O)c2cccc(NC(=O)Nc3ccc(F)cc3)c2O[C@@H]1CN(C)C
→ 5.8&4.0	-1.8	1.4	x
CO[C@@H]1CN(C)C(=O)c2ccc(NC(=O)c3cc(C)on3)cc2OC[C@@H](C)N(C(C)=O)C[C@@H]1C
→ x	3.4	0.7	-20.7
C[C@H]1CN([C@@H](C)CO)C(=O)c2cccc(NC(=O)CCCCCC(=O)Nc3ccccc3N)c2O[C@@H]1CN(C)S(=O)(=O)c1ccc(F)cc1
→ 0.3	-30.8	-1.0	x
N#C[C@H]1[C@H](c2ccc(-c3ccccc3F)cc2)[C@H](CO)N1C(=O)C1CC1
→ 2.6	-11.7	-0.7	29.9
C[C@H]1CN([C@@H](C)CO)C(=O)c2cccc(NC(=O)c3nc4ccccc4s3)c2O[C@H]1CN(C)Cc1ccc(C(F)(F)F)cc1
→ x	u	-3.9	u
C[C@@H]1CN([C@@H](C)CO)C(=O)Cc2cc(NC(=O)Cc3ccccc3)ccc2O[C@@H]1CN(C)S(=O)(=O)c1ccc(F)cc1
→ 17.9	-31.8	-0.9	28.1
C[C@@H]1CN([C@@H](C)CO)C(=O)c2cccc(NC(=O)c3ccc(-c4nccs4)cc3)c2O[C@H]1CN(C)Cc1ccc(C(F)(F)F)cc1
→ x	-8.0	-2.7	74.7

# Brought forward from above: two entries, followed by the next part.
# Second line of a record – C diff growth	Pf Dd2 growth	KDM4C inh	Tcruzi prolif
C[C@@H]1CN([C@@H](C)CO)C(=O)Cc2cc(NC(=O)Cc3ccccc3)ccc2O[C@@H]1CN(C)S(=O)(=O)c1ccc(F)cc1
→ 17.9	-31.8	-0.9	28.1
C[C@@H]1CN([C@@H](C)CO)C(=O)c2cccc(NC(=O)c3ccc(-c4nccs4)cc3)c2O[C@H]1CN(C)Cc1ccc(C(F)(F)F)cc1
→ x	-8.0	-2.7	74.7
CC(C)NC(=O)Nc1ccc2c(c1)C(=O)N([C@@H](C)CO)C[C@@H](C)[C@@H](CN(C)S(=O)(=O)c1cn(C)cn1)OCCCC[C@H](C)O2
→ 2.6	45.8	7.0	-31.6
CO[C@@H]1CN(C)C(=O)c2ccc(NS(C)(=O)=O)cc2OC[C@@H](C)N(CC2CCCCC2)C[C@H]1C
→ x	-5.8	2.2	1.0
C[C@@H]1CN([C@@H](C)CO)C(=O)c2cccc(NC(=O)NC3CCCCC3)c2O[C@@H]1CN(C)S(=O)(=O)c1cn(C)cn1
→ x	-9.0	-0.6	-76.9
C[C@@H]1CN([C@@H](C)CO)C(=O)c2cc(-c3ccc(F)cc3)cnc2O[C@H]1CN(C)S(C)(=O)=O
→ 4.1	8.8	-1.0	-10.4
COCCNC(=O)C[C@@H]1C[C@@H]2c3cc(NC(=O)c4ccc5c(c4)OCO5)ccc3O[C@@H]2[C@H](CO)O1
→ 1.2	8.2	-1.3	x
COc1ccc2c3c(n(C)c2c1)[C@H](CO)N(C(=O)c1cnccn1)CC31CN(C(=O)c2ccncc2)C1
→ -5.2	24.0	0.8	x
COc1ccc(CN(C)C[C@H]2OCCCC[C@H](C)Oc3ccc(NS(C)(=O)=O)cc3C(=O)N([C@@H](C)CO)C[C@@H]2C)cc1
→ -2.4	x	0.7	6.7
COC(=O)C[C@@H]1C[C@@H]2c3cc(NC(=O)Nc4ccccc4F)ccc3O[C@@H]2[C@H](CO)O1
→ -2.6	-49.8	-1.4	34.1
O=C(C[C@H]1CC[C@H](NC(=O)C2CCC2)[C@H](CO)O1)NCC1CC1
→ x	23.8	0.6	-57.5
O=C(c1cccnc1)N1CC(=O)N2[C@H](CO)[C@@H](c3ccc(-c4ccccc4F)cc3)[C@@H]2C1
→ -4.9	3.7	-1.4	x
C[C@H]1CN([C@@H](C)CO)C(=O)c2cc(C3=CCCCC3)cnc2O[C@@H]1CN(C)C(=O)Cc1ccccc1
→ -7.1&6.0	-34.9&-34.8	-0.2	83.5&84.2
CS(=O)(=O)N1[C@@H]2c3ccc(-c4ccc(F)cc4)c(=O)n3C[C@@H]2[C@@H](CO)[C@@H]1C(=O)O
→ -5.0	x	0.5	-10.3
CCCNC(=O)Nc1ccc2c(c1)OC[C@H](C)N(Cc1cccnc1)C[C@@H](C)[C@H](OC)CN(C)C2=O
→ x	-11.5	-1.2	31.5
CC(C)C(=O)Nc1ccc2c(c1)C(=O)N(C)[C@@H]1CC[C@@H](CC(=O)NCc3cccc(F)c3)O[C@@H]1CO2
→ -0.1	-51.7	-1.3	-4.6
O=C(Nc1ccccc1F)N[C@H]1CC[C@H](CCNC(=O)C2CCCC2)O[C@H]1CO
→ -1.1	1.1	-1.0	x

# Second line of a record – C diff growth	Pf Dd2 growth	KDM4C inh	Tcruzi prolif
COCC(=O)N(C)C[C@H]1Oc2ncc(C#CC3(O)CCCC3)cc2C(=O)N([C@@H](C)CO)C[C@@H]1C
→ -3.7	8.8	5.6	23.9
C[C@H](CO)N1C[C@H](C)[C@H](CN(C)S(=O)(=O)c2ccc(Cl)cc2)OCCCC[C@H](C)Oc2ccc(NC(=O)c3ccncc3)cc2C1=O
→ 0.4	-68.8	12.9	83.3
O=C(N[C@H]1CC[C@@H](CCNS(=O)(=O)Cc2ccccc2)O[C@@H]1CO)c1ccc2c(c1)OCO2
→ x	-9.2	-0.4	65.4
O=C(C[C@@H]1C[C@H]2c3cc(NC(=O)Cc4ccncc4)ccc3O[C@H]2[C@@H](CO)O1)NCCN1CCCCC1
→ 0.1	12.8	3.9	-11.7
COc1ccc(NC(=O)Nc2cccc3c2O[C@@H](CN(C)C(=O)Nc2ccc(OC)cc2)[C@H](C)CN([C@H](C)CO)C3=O)cc1
→ -2.0	-8.6	-1.7	-15.9
C[C@H]1CN([C@@H](C)CO)C(=O)CCCn2nncc2CO[C@H]1CN(C)S(=O)(=O)c1ccc(Oc2ccccc2)nc1
→ x	-28.1	x	21.7
CNC[C@@H]1OCCCC[C@H](C)Oc2ccc(NS(=O)(=O)c3cn(C)cn3)cc2C(=O)N([C@@H](C)CO)C[C@@H]1C
→ 6.5	34.5	1.6	39.7
CO[C@@H]1CN(C)C(=O)c2cc(NS(C)(=O)=O)ccc2OC[C@H](C)N(Cc2ccccc2)C[C@@H]1C
→ x	2.9	1.2	-11.1
COc1ccc(CN2CC3(CN(C(=O)Cc4ccncc4)C3)c3c([nH]c4cc(OC)ccc34)[C@H]2CO)cc1
→ 1.5	-55.8	-0.6	x
C[C@@H]1CN([C@H](C)CO)C(=O)c2ccccc2-c2ccccc2CO[C@@H]1CN(C)S(=O)(=O)c1ccc(C#N)cc1
→ x	22.6	0.5	7.7
C(=C\c1ccc(C2[C@@H]3CN(Cc4cccnc4)C[C@H]2N3)cc1)/c1ccccc1 (stereo partly drawn)
→ 13.9&70.9	-90.4*	2.6&-7.0	x
C[C@@H]1CN([C@@H](C)CO)C(=O)c2cccc(NC(=O)c3ccc(-c4nccs4)cc3)c2O[C@@H]1CN(C)S(=O)(=O)c1ccc(Cl)cc1
→ -12.7	-79.0	-2.7	44.0
CCCNC(=O)C[C@H]1CC[C@@H]2[C@H](COC[C@@H](O)CN2C(=O)Nc2ccc(Cl)c(Cl)c2)O1
→ 36.9&-34.6	-28.2	-0.5	-93.4
Cc1ccc(S(=O)(=O)N(C)C[C@H]2Oc3ccc(NC(=O)C4CCCCC4)cc3C(=O)N([C@@H](C)CO)C[C@@H]2C)cc1
→ -3.6	-47.5	-0.9	31.6
COc1ccccc1NC(=O)N(C)C[C@@H]1OCc2ccccc2-c2c(n(C)c3ccccc23)C(=O)N([C@H](C)CO)C[C@H]1C
→ x	-38.9	9.2	76.2

# Compounds from the list above that have a cyano group (2):
# Second line of a record – C diff growth	Pf Dd2 growth	KDM4C inh	Tcruzi prolif
N#C[C@H]1[C@H](c2ccc(-c3ccccc3F)cc2)[C@H](CO)N1C(=O)C1CC1
→ 2.6	-11.7	-0.7	29.9
C[C@@H]1CN([C@H](C)CO)C(=O)c2ccccc2-c2ccccc2CO[C@@H]1CN(C)S(=O)(=O)c1ccc(C#N)cc1
→ x	22.6	0.5	7.7

# (cont.)
# Second line of a record – C diff growth	Pf Dd2 growth	KDM4C inh	Tcruzi prolif
Cc1ccc(S(=O)(=O)N(C)C[C@@H]2Oc3ccc(NC(=O)Nc4ccc5c(c4)OCO5)cc3CC(=O)N([C@H](C)CO)C[C@H]2C)cc1
→ 4.1	-9.1	-0.8	19.4
COc1ccc(CN(C)C[C@@H]2Oc3ccc(NC(=O)Cn4cnnn4)cc3C(=O)N([C@H](C)CO)C[C@@H]2C)cc1
→ 1.0	0.9	11.1	21.3
O=C(C[C@@H]1C[C@H]2c3cc(NC(=O)NC4CCCC4)ccc3O[C@H]2[C@@H](CO)O1)NCc1cccc(F)c1
→ -4.5	21.0	1.3	x
COc1ccc(CN(C)C[C@H]2Oc3ccc(NC(=O)Nc4ccc(F)cc4)cc3CC(=O)N([C@@H](C)CO)C[C@H]2C)cc1
→ 7.5	1.9	x	x
C[C@H]1CN([C@@H](C)CO)C(=O)c2cc(C#CC3CCCCC3)cnc2O[C@H]1CN(C)C
→ -0.5	-53.6	3.8	73.9
O=C(c1cccc(F)c1)N1C[C@@H]2[C@H](c3ccccc31)[C@@H](CO)N2C(=O)C1CCCC1
→ 0.1	12.1	-0.9	-8.8
CN1c2ccc(-c3ccccc3)cc2[C@@H]2[C@@H](CCN2C(=O)c2ccncc2)[C@H]1CO
→ -6.8	12.7	0.4	86.1
COc1ccc(S(=O)(=O)Nc2cccc3c2O[C@@H](CN(C)CC2CC2)[C@H](C)CN([C@@H](C)CO)C3=O)cc1
→ -0.2	-6.4	3.6	30.6
C[C@@H]1CN([C@H](C)CO)C(=O)c2cc(NS(C)(=O)=O)ccc2O[C@@H](C)CCCCO[C@@H]1CN(C)Cc1ccc(C(=O)O)cc1
→ 0.6	37.3	-0.7	27.1
Cc1ccccc1-c1cnc2c(c1)C(=O)N([C@@H](C)CO)C[C@@H](C)[C@H](CN(C)C(=O)c1ccncc1)O2
→ -0.2	16.8	-1.6	-3.3
CO[C@@H]1CN(C)C(=O)c2cc(NC(=O)NC(C)C)ccc2OC[C@@H](C)N(CCC(F)(F)F)C[C@H]1C
→ 7.2	-24.8	-0.7	39.0
C[C@@H]1CN([C@H](C)CO)C(=O)Cc2cc(NC(=O)CCN3CCOCC3)ccc2O[C@H]1CN(C)C(=O)Nc1ccc2c(c1)OCO2
→ 4.6	1.2	1.1	41.3
CN1c2ccc(C#Cc3cccnc3)cc2[C@H]2[C@H](CCN2S(=O)(=O)c2ccccc2F)[C@@H]1CO
→ -4.0	-65.8	0.5	57.4
C[C@H]1CN([C@@H](C)CO)C(=O)c2c(c3ccccc3n2C)-c2ccccc2CO[C@@H]1CN(C)C(=O)Nc1cccc(F)c1
→ x	-79.9	-1.6	43.0
O=C(C[C@H]1C[C@@H]2c3cc(NC(=O)C4CCOCC4)ccc3O[C@@H]2[C@H](CO)O1)NCc1ccc(Oc2ccccc2)cc1
→ x	12.5	0.6	7.4
C[C@H](CO)N1C[C@H](C)[C@H](CN(C)C)Oc2c(NC(=O)c3ccc(-c4nccs4)cc3)cccc2C1=O
→ 0.8&0.6	-0.5	-1.6	x
CO[C@H](CN(C)Cc1cc(F)ccc1F)[C@H](C)CN([C@H](C)CO)S(=O)(=O)c1ccc(F)cc1
→ x	-8.3	2.5	6.9
CCCNC(=O)N1CC(=O)N2[C@H](CO)[C@@H](c3ccc(C#CCC4CCCC4)cc3)[C@@H]2C1
→ -17.7	-3.6	-1.2	x

# Screens as filed in PubChem.
